Assay outcomes from PubChem BioAssay.
AddAB inh – less growth of phage-infected E. coli with AddAB. E. coli expressing H. pylori AddAB, absorbance growth. inhibition, % at 11.9 µM. 330,000 compounds, 0.29% hits; in the data active = inhibition above about 12%;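 note: 0% = vehicle wells of infected cells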
MOR-DOR inv ag – inverse agonists of human mu-delta opioid receptor heterodimerization; cell-based MOR-DOR heterodimer luminescence, inverse agonism; AID 504357; inhibition, % at 9.3 µM; 340,000 compounds, 0.21% hits; P35372+P41143; in the data active = inhibition above about 22%, passing the limit was not always enough;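 note: 0% = cells with DMSO and 100% = wells without cells with DMSO; values of inactives mirror those of a sister screen read the other way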
Target sequence (P35372 whole entry, looked up): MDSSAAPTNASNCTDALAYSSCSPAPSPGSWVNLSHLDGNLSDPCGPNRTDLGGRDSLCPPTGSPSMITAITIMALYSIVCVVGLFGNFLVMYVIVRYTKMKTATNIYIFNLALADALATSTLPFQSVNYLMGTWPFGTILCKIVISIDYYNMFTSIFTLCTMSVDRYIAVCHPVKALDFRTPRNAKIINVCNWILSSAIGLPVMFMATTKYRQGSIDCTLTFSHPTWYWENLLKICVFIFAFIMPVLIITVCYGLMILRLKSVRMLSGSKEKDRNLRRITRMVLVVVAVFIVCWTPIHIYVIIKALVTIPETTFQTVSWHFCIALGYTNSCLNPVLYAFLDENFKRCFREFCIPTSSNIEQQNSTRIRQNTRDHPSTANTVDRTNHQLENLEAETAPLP
Target sequence (P41143 whole entry, looked up): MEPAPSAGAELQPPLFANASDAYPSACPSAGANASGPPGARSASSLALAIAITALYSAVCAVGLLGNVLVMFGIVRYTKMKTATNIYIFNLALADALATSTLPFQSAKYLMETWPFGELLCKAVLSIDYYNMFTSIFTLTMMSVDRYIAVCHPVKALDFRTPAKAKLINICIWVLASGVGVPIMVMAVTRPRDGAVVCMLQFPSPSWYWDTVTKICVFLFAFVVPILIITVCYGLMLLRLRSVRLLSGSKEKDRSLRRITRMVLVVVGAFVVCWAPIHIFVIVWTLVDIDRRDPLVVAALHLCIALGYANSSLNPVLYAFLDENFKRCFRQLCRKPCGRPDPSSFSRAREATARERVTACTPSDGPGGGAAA
Arrestin-AP2 inh – human beta-arrestin and AP2 interaction inhibition. FITC-arrestin peptide / GST-AP2 beads, flow cytometry; AP2 beta2 appendage carries R879A mutation. inhibition, % at 10 µM. 340,000 compounds, 0.31% hits. AID 504490;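 active = inhibition above a set limit, near 3 SD of compounds lacking own fluorescence, cut at about 54% in these data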;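 note: plate controls were DMSO wells for no effect and 5 µM unlabelled arrestin peptide for full effect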
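Test system: GST-tagged AP2 beta2-adaptin appendage (R879A) on 4 µm glutathione beads; also added: fluorescein-tagged arrestin peptide at 50 nM final; timing: 12 min plus 1 h, RT; signal: flow cytometry, FL1 (488/535 nm); read-out: percent drop in bead-associated FITC signal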
Pemphigus Ab inh – human desmoglein-3 autoantibody binding inhibition | P32926 | DSG3-coupled beads, scFv-anti-DSG3-GFP binding, flow cytometry; hits give low values | binding (percent of control), % at 10 µM | 310,000 compounds, 0.48% hits;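 active = binding more than 3 SD below its plate's average and above zero; inconclusive = below that plate limit but binding exactly zero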;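 note: hits lower antibody fragment binding to DSG3; some compounds called inactive have numbers as strong as hits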
Ecoli viability – reduces bacterial viability in AddAB counter-screen; E. coli V3065 growth, OD600 absorbance, 18 h; inhibition, % at 11.9 µM; 330,000 compounds, 0.27% hits; AID 449728;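 active = inhibition above the campaign's mean inhibition across all tested compounds plus 3 SD, cut at about 9.9% in these data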;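 note: uninfected addAB+ strain grown without phage in ampicillin broth; 0% = DMSO wells and 100% = ciprofloxacin 0.95 µg/ml wells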
PfHsp90 yeast 2 – inhibits growth of yeast expressing Plasmodium falciparum Hsp90; AID 504621; S. cerevisiae expressing PfHsp90, BacTiter-Glo ATP, 48 h; yeast lacking PDR1 and PDR3 efflux regulators; inhibition, % at 9.4 µM; 310,000 compounds, 0.32% hits;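 active = every replicate shows inhibition above about 80%, whatever the replicate mean, limit read from the data; inconclusive = mean inhibition reaches the set limit but some replicate falls short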;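 note: 0% = DMSO neutral controls and 100% = 20 µM radicicol positive controls; yeast relying on Plasmodium falciparum Hsp90 in place of its own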
Tat transport – inhibitors of E. coli Tat protein transport; E. coli MC4100 TorA-mCherry Tat export, fluorescence; inhibition, % at 10 µM; 340,000 compounds, 0.036% hits;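 active = mean replicate inhibition at least 50% and at least half of replicates individually reaching 50%; inconclusive = only one of the two criteria met; inactive = neither criterion met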;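 note: exported cargo escapes ClpAP degradation while cytoplasmic cargo is degraded and loses fluorescence; 0% = median of neutral control wells and 100% = median of NaSCN control wells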
OPRM1-OPRD1 ag – OPRM1-OPRD1 heterodimerization agonism; P35372+P41143; cells, luminescence; activation, % at 9.3 µM; 340,000 compounds, 0.3% hits; in the data active = activation above about 18%;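 note: 0% = vehicle-treated cells and 100% = reference agonist; values of inactives mirror those of a sister screen read the other way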
phage Ecoli inh – E. coli growth loss with phage present | 360,000 compounds, 0.26% hits | growth absorbance | inhibition, % at 11.9 µM; in the data active = inhibition above about 11%
SUMO Mot1 rescue – SUMOylation pathway inhibition by Mot1-301 growth rescue; growth rescue, % at 18.8 µM; 320,000 compounds, 1% hits; S. cerevisiae Mot1-301 growth rescue, ATP luminescence, 38.5C; percent above DMSO median, 100 means doubled;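 active = every valid replicate shows activation above 250% relative to neutral control wells; inactive = the rest, any valid replicate at or below 250%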;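 note: OY570 slx delta 5 strain wells were the positive control but not used for scaling; some compounds called inactive have numbers as strong as hits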
PKA-R1A act – activates the PKA-R1A holoenzyme complex | P00514+P68181 | PKA-R1A dissociation, Cy5-IP20 fluorescence polarization; scaled: DMSO 0%, 113 µM cGMP 100% | activation, % at 11.4 µM | 340,000 compounds, 0.083% hits | AID 504707;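 active = percent activation above the mean of all tested compounds plus 3 SD, cut at about 19% in these data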;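 note: higher means more PKAc released from R1A so a rise in polarization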
The depositor's hits bear a star; ? = inconclusive; . = no result given.

SMILES	AddAB inh	MOR-DOR inv ag	Arrestin-AP2 inh	Pemphigus Ab inh	Ecoli viability	PfHsp90 yeast 2	Tat transport	OPRM1-OPRD1 ag	phage Ecoli inh	SUMO Mot1 rescue	PKA-R1A act
Cc1ccc(C(=O)CSc2nnc(-c3cccs3)n2C)o1	2.8	10	4	96	1.2	1	14	-1.7	3.9	-3	12
CCOC(=O)N/N=C1\CC(C)CC(C)(C)C1 (stereo not drawn)	1.5	13	0	97	0.2	15	-5	-2.4	2.9	3	-7
O=C(COc1ccc([N+](=O)[O-])cc1)Nc1ccc2[nH]c(=O)[nH]c2c1	2.5	5	7	100	3.0	.	-1	-0.8	3.4	12	4
CCOC(=O)N1CCN(C(=O)C2CCN(S(=O)(=O)c3ccccc3)CC2)CC1	1.4	12	10	94	0.0	.	-8	-2.4	1.4	1	-2
COC(=O)[C@@H]1C[C@@]2(O)[C@@H](O)[C@@H](O)[C@@H](O)C[C@H]2N1Cc1ccc(C)s1	4.0	14	30	104	0.7	15	-6	-2.3	2.5	1	-12
Cc1c(NC2=NC3(CCCCC3)Cc3ccccc32)c(=O)n(-c2ccccc2)n1C	-0.2	-3	-4	99	1.7	9	?	0.5	1.7	-12	-1
Clc1ccc(CSc2cc3c(nn2)-c2ccccc2CC3)cc1Cl	-0.4	14	-2	100	0.0	5	-1	-2.4	3.9	6	11
Cc1ccc(-n2c(SCC(=O)N(C)C3CCS(=O)(=O)C3)nc3ccccc3c2=O)cc1 (stereo not drawn)	2.2	12	3	79	-1.5	19	2	-2.4	2.1	499*	0
CCN(C(=S)NC(=O)c1ccccc1Br)C1CCCCC1	1.5	11	-3	102	-5.7	2	-8	-1.9	-1.2	100	7
COC(=O)c1c(NC(C)=O)sc(C(=O)Nc2ccccc2)c1C	0.3	-3	34	105	0.0	-1	-5	0.5	1.4	2	4
Cc1ccc(NC(=O)CCC(=O)OC(C)C(=O)c2ccccc2)cc1 (stereo not drawn)	4.9	2	16	99	-1.6	-9	-4	-0.3	0.6	234	-2
CCOC(=O)C(C)Sc1nc(-c2ccco2)cc(C(F)(F)F)c1C#N (stereo not drawn)	3.4	-15	20	.	-3.1	-4	-3	2.5	-0.6	19	-9
COc1ccc(NC(=O)CN(c2ccccc2)S(=O)(=O)N(C)C)cc1OC	-0.7	-9	-8	96	-1.8	.	0	1.5	0.8	-18	-8
C=CCn1c(C(CC(C)C)CC(C)O)n[nH]c1=S (stereo not drawn)	-0.5	16	-6	85	0.9	12	-9	-3.2	1.0	-14	7
Cc1ccc(-n2nc3c(c2NC(=O)CC(C)C)CS(=O)(=O)C3)cc1	1.2	11	1	103	0.1	-1	0	-2.2	1.4	-4	4
CCCc1cc(=O)[nH]c(SCC(=O)Nc2cccc(S(=O)(=O)N3CCOCC3)c2)n1	0.8	13	6	.	-0.7	-19	8	-3.2	1.5	-20	4
COc1cccc(N/C(SC)=C(/C#N)C(=O)NCc2cccs2)c1	-0.8	12	34	114	0.0	.	-1	-2.5	0.5	1	0
O=C(NCc1ccc(Cl)cc1)C1CCCN1C(=O)Nc1ccccc1 (stereo not drawn)	3.9	11	-3	110	1.4	7	3	-2.1	1.3	19	0
Cc1cc(C)cc(C(=O)OCC(=O)NCC(F)(F)F)c1	3.2	7	-4	.	1.7	-4	-1	-1.3	2.2	0	1
CCCCn1c(N)c(N(CCOC)C(=O)c2cc3c(s2)CCCCC3)c(=O)[nH]c1=O	-1.9	12	31	104	-1.0	-79	3	-2.4	0.0	5	-2
Cc1ccc(C(=O)OCC(=O)NC(=O)c2cccn2C)cc1	-0.6	9	0	97	-0.2	.	-2	-1.7	4.1	4	8
O=C1N(Cc2ccccc2)CCCC12CCCN(Cc1ccccc1)C2=O	-3.5	10	-6	93	-0.2	-44	-3	-1.8	-0.1	73	-6
O=C(CNc1cc(S(=O)(=O)N2CCCC2)ccc1OCC(F)(F)F)Nc1ccc(SC(F)F)cc1	1.6	-1	3	84	-1.5	-10	10	0.2	6.9	1	-4
CC(C)(C)C1CCC(=NNC(=O)c2cc(-c3ccccc3)n[nH]2)CC1 (stereo not drawn)	0.8	10	6	115	1.3	-3	-6	-1.8	3.1	-11	-4
O=C(NCc1ccccc1Cl)C1CCN(S(=O)(=O)c2ccc(N3CCCC3=O)cc2)CC1	3.6	2	-7	95	2.1	-4	1	-0.4	-0.1	29	-5

Other structures.
SMILES	AddAB inh	MOR-DOR inv ag	Arrestin-AP2 inh	Pemphigus Ab inh	Ecoli viability	PfHsp90 yeast 2	Tat transport	OPRM1-OPRD1 ag	phage Ecoli inh	SUMO Mot1 rescue	PKA-R1A act
Cc1cc(C)n(-c2nc(NC(C)C)nc(NC(C)C)n2)n1	-1.2	5	7	98	-4.8	-23	-19	-1.0	-0.5	-7	-3
CCn1c(SCC(=O)N2CCOCC2)nnc1-c1cccs1	3.4	15	-1	85	-2.8	9	2	-2.4	2.0	155	-16
CC(=O)c1cccc(NC(=O)c2ccc(N(Cc3ccccc3C)S(C)(=O)=O)cc2)c1	3.2	-12	28	102	-1.1	.	-3	2.6	2.6	266	-3
COc1ccc([N+](=O)[O-])cc1NC(=O)c1ccc(CN(c2ccc(C)c(C)c2)S(C)(=O)=O)cc1	0.9	-1	19	96	0.1	9	-3	0.2	1.8	.	0
Oc1ccccc1-c1csc(-c2ccccc2)n1	-4.0	-4	9	95	-1.0	5	7	0.7	5.8	27	-5
CC(C)[C@H](NC(=O)N1c2ccccc2NC(=O)[C@@H]1C(C)C)C(=O)N[C@@H](C(=O)O)c1ccccc1	0.8	9	3	105	-1.8	-70	1	-1.8	2.6	910*	-3
Cc1nnc(-c2ccccc2)nc1N1CCOCC1	5.0	15	-8	96	0.8	2	-3	-2.7	-1.9	12	-8
Nc1nnc(-c2ccccc2)c(-c2ccccc2)n1	1.0	18	26	.	-3.1	-18	-1	-3.5	0.5	14	-11
CCOC(=O)c1c(NC(=O)c2nc3n(n2)C(C(F)F)CC(C)N3)sc2c1CCCC2 (stereo not drawn)	-1.9	-2	23	103	-0.7	-9	0	0.3	1.6	57	-4
COc1ccccc1N(C)S(=O)(=O)c1ccc(C(=O)O)cc1	0.9	5	-10	115	-1.6	.	-4	-1.1	3.7	29	1
CC/C(=N\NC(=O)Cc1ccc(Br)cc1)c1cccs1	.	-14	-5	108	.	34	1	4.2	0.0	-13	-4
CC1CCN(C(=S)Nc2ccc3nc4n(c(=O)c3c2)CCCCC4)CC1	3.9	1	2	109	2.7	.	6	-0.1	4.9	0	-4
Fc1ccc(-c2nnc(SCc3ncc(-c4ccccc4)o3)n2CC2CCCO2)cc1 (stereo not drawn)	0.8	13	4	103	-0.4	23	0	-2.4	1.3	-13	-5
C#CCOCCOCCOCCNc1nc(N2CCN(C(=O)[C@H](CCCN=C(N)N)n3cc(C(N)[C@H](C)CC)nn3)CC2)nc(N2CCN(C(=O)[C@H](CC(N)=O)n3cc(C(N)[C@@H](C)CC)nn3)CC2)n1 (stereo partly drawn)	-0.2	16	-1	109	-4.3	11	-2	-3.3	-1.4	-19	-7
CC1CCN(c2ccc3c(c2)S(=O)(=O)c2cccc(C(=O)NCc4ccc(F)cc4)c2C3=O)CC1	-0.3	12	34	125	-2.1	-3	-2	-2.0	2.2	2	-6
Cc1ccc(C(=O)OCC(=O)Nc2sc3c(c2C#N)CCCC3)cc1NC(=O)c1ccco1	-2.7	7	31	.	-2.3	-10	-2	-1.2	1.1	-4	-6
Cc1cc(-c2ccccc2)n2ncc(C#N)c2n1	1.2	1	6	83	-0.6	-14	-4	-0.1	0.8	-1	7
CC1CCCC(NC(=O)COC(=O)[C@@H]2CC(O)CN2S(=O)(=O)c2ccc3c(c2)OCCO3)C1C (stereo partly drawn)	4.9	10	23	98	-0.5	1	3	-1.9	1.2	-7	-5
COc1ccc(NC(=O)CS(=O)(=O)c2ccccc2)cc1	0.4	9	41	103	2.3	-4	3	-1.8	2.1	12	-4
O=C(CSc1nc2ccccc2n1-c1ccccc1)NCC1CCCO1 (stereo not drawn)	2.9	19	11	104	1.0	-32	-7	-4.7	0.9	45	-8
Cc1cc(NC(=O)CCC(=O)N(C(C(=O)NC(C)(C)C)c2ccccc2Cl)C(C)(C)C)no1 (stereo not drawn)	2.6	12	5	.	1.8	-11	0	-1.9	-2.0	2	-5
C=CCn1c(SC(C)C(=O)NCc2ccc3c(c2)OCO3)nnc1C1CCCCC1 (stereo not drawn)	2.1	15	0	96	-0.9	-15	-2	-2.6	1.2	6	8
O=C1c2ccccc2-c2ccc(C(=O)N3CCOCC3)cc21	-0.1	11	0	102	-2.7	.	-4	-1.9	1.2	-4	4
CCOC(=O)Cn1c(N2CCOCC2)nc2c1c(=O)[nH]c(=O)n2C	-1.6	7	-1	.	2.0	-26	-1	-1.3	0.0	-7	4
CS(=O)(=O)N(CC(=O)NCCc1ccccc1)C1CCCCC1	-0.9	5	-1	96	-1.5	1	1	-1.0	1.6	-1	7

Complete entries as entered above:
Entry for CCOC(=O)Cn1c(N2CCOCC2)nc2c1c(=O)[nH]c(=O)n2C = AddAB inh: -1.6; MOR-DOR inv ag: 7; Arrestin-AP2 inh: -1; Pemphigus Ab inh: .; Ecoli viability: 2.0; PfHsp90 yeast 2: -26; Tat transport: -1; OPRM1-OPRD1 ag: -1.3; phage Ecoli inh: 0.0; SUMO Mot1 rescue: -7; PKA-R1A act: 4
Entry for Cc1ccc(C(=O)OCC(=O)Nc2sc3c(c2C#N)CCCC3)cc1NC(=O)c1ccco1 = AddAB inh: -2.7; MOR-DOR inv ag: 7; Arrestin-AP2 inh: 31; Pemphigus Ab inh: .; Ecoli viability: -2.3; PfHsp90 yeast 2: -10; Tat transport: -2; OPRM1-OPRD1 ag: -1.2; phage Ecoli inh: 1.1; SUMO Mot1 rescue: -4; PKA-R1A act: -6

Looked up by structure from the list above:
SMILES	AddAB inh	MOR-DOR inv ag	Arrestin-AP2 inh	Pemphigus Ab inh	Ecoli viability	PfHsp90 yeast 2	Tat transport	OPRM1-OPRD1 ag	phage Ecoli inh	SUMO Mot1 rescue	PKA-R1A act
O=C1N(Cc2ccccc2)CCCC12CCCN(Cc1ccccc1)C2=O	-3.5	10	-6	93	-0.2	-44	-3	-1.8	-0.1	73	-6
CCCc1cc(=O)[nH]c(SCC(=O)Nc2cccc(S(=O)(=O)N3CCOCC3)c2)n1	0.8	13	6	.	-0.7	-19	8	-3.2	1.5	-20	4
Cc1ccc(-n2nc3c(c2NC(=O)CC(C)C)CS(=O)(=O)C3)cc1	1.2	11	1	103	0.1	-1	0	-2.2	1.4	-4	4
